HSF1 inhib = HSF1 inhibition | 300,000 tested, 0.77% active | AID 2098 | activity change, negative = inhibition, % at 7.5 µM (by protocol) | NIH3T3-HGL HSE-luciferase, MG132-induced, luminescence 8 h; stronger effect = lower value;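 active means more than half of replicate wells show activity change below -50%, luminescence cut by over half; inconclusive means some wells, but at most half, below -50%; inactive means no replicate well below -50%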;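 further: luciferase reports HSF-1 transcriptional activity via heat shock element; 0% = median of DMSO wells and -100% = zero luminescence signal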
Platelet DG rel = platelet dense granule release activity; inhibition, %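 (compounds screened at 7.5 µM in platelet-rich plasma)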; AID 1663; human platelet-rich plasma, SFLLRN dense granule ATP release, luminescence; 300,000 tested, 0.22% active;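 active means mean replicate score, as percent of positive control, at or above 50; inconclusive means mean below 50 but at least one replicate at or above 50; inactive means mean and every replicate below 50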
DYRK1A inh = blocks rat Dyrk1A kinase activity | AID 504441 | Q63470 | ADP-Glo luminescence, NFATc1 peptide | 310,000 tested, 0.43% active | inhibition, % at 12.5 µM; in the data active means inhibition above about 50%;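 further: plate controls were vehicle with enzyme for no effect and no enzyme for full effect; many of its hits are not listed in these tables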
GSK3beta inhib = blocks human GSK3beta kinase activity; activity score (negative = inhibition), % at 10 µM; GST-GSK3beta kinase, ADP-Glo luminescence, 60 min; stronger effect = lower value; AID 2097; 300,000 tested, 0.038% active; P49841;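 active means more than half of replicate wells score below -50%, meaning over 50% inhibition versus plate controls; inconclusive means some replicates but at most half score below -50%; inactive means no replicate scores below -50%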;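 further: 0% = median DMSO wells and -100% = median GW8510 positive control wells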
Target sequence (P49841 whole entry, looked up): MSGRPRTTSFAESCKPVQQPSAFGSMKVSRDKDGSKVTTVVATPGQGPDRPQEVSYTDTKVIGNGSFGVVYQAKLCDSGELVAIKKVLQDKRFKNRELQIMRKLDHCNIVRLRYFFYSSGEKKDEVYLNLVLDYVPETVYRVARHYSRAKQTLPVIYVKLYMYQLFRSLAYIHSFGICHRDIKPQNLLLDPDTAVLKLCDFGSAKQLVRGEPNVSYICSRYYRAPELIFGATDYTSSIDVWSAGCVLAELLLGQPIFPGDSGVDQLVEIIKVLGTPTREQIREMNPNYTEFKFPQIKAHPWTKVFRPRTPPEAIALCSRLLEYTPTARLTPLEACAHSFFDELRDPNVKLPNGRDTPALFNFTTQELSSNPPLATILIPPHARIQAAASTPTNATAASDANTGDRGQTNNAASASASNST
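test system = GST-tagged human GSK3beta kinase, cell-free | reagent = 25 µM ATP with peptide substrate | dosing = one dose of 10 µM per compound | schedule = 60 min reaction, RT | detection = luminescent ADP-Glo measurement of ADP formed | control set = DMSO neutral wells and GW8510 at 20 µM as positive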
AI-2 QS modul = modulators of Vibrio harveyi AI-2 quorum sensing system. AID 2094. 300,000 tested, 0.4% active. activity change, % at 7.5 µM. Vibrio harveyi JMH597 AI-2 luminescence/OD600 ratio, 9 h; stronger effect = lower value; strain lacks LuxN and CqsS sensors; 0 = neutral-control median; in the data active means activity change below about -75%, passing the limit was not always enough; inconclusive means no clear call, values can overlap the other calls;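 further: luminescence divided by OD600 gain over 9 h not by final OD600 alone; inactives centre near 13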
HDAC3 inhib = inhibitors of human histone deacetylase 3; O15379; recombinant HDAC3, fluorogenic peptide/trypsin coupled, fluorescence; inhibition, % at 8.3 µM; 320,000 tested, 0.15% active; AID 2718; in the data active means inhibition above about 26%, passing the limit was not always enough; inconclusive means no clear call, values can overlap the other calls
HSF1 activator = increases HSF-1 driven luciferase reporter signal; NIH3T3-HGL HSF-1 luciferase reporter, MG132, 8 h; 100% = twice DMSO control signal; activation, % at 9 µM; 300,000 tested, 1.7% active; AID 504408;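 active means mean replicate activation of at least 50% with a set share of replicates each reaching 50%; inconclusive means only one of those two conditions met; inactive means mean below 50% and too few replicates reaching it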;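 further: 0% = median of the neutral control wells and 100% = twice that signal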
GSK3 alpha inh = blocks human GSK-3 alpha kinase; 320,000 tested, 0.1% active; ADP-Glo luminescence, 60 min; P49840; inhibition, % at 10 µM;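 in the data active means inhibition above about 50%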;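 further: GST-tagged GSK-3 alpha with peptide substrate and 25 µM ATP; 0% = DMSO neutral wells and 100% = GW8510 positive control wells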
Target sequence (P49840 whole entry, looked up): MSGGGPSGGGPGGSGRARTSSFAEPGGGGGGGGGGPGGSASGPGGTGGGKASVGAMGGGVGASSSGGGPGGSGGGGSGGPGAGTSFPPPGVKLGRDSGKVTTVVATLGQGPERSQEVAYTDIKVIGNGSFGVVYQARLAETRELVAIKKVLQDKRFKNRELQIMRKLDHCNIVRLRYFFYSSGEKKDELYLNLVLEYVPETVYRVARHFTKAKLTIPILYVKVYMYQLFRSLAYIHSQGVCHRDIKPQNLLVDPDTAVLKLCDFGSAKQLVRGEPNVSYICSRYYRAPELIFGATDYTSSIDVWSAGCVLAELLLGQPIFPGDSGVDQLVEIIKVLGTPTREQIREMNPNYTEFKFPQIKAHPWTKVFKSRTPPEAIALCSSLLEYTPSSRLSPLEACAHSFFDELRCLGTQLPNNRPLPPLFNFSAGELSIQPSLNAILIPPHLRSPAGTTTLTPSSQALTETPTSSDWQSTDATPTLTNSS
HSP90 refold inh = blocks HSP90-mediated luciferase refolding in reticulocyte lysate | Rabbit reticulocyte lysate, luciferase refolding luminescence, 3 h | inhibition, % at 5.6 µM | 290,000 tested, 0.91% active;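 active means inhibition above the screen-wide mean plus 3 SD, computed separately per campaign, cut at about 16% in these data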;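 further: 0% = DMSO wells and 100% = 60 µM geldanamycin wells; inhibitors lower the luminescence because luciferase stays unfolded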
PolyA inh = inhibitors of polyadenylation in S. cerevisiae; calls only at 12 µM; S. cerevisiae SKY197-pL101 polyadenylation reporter, beta-gal luminescence; efflux-impaired pdr1/pdr3 knockout yeast; score 100 = 6 SD above DMSO; 300,000 tested, 0.02% active;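 active means lowest replicate activity score at least 50, where 100 means six control SD above control mean; inconclusive means lowest score under 50 but half or more replicates reach 50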;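 further: yeast exposed to compound for 9 h at 30 °C; higher score means more reporter readthrough which indicates perturbed polyadenylation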
* hit, by the source's call; i = inactive; ? = inconclusive; · = not tested or not shown.

SMILES	HSF1 inhib	Platelet DG rel	DYRK1A inh	GSK3beta inhib	AI-2 QS modul	HDAC3 inhib	HSF1 activator	GSK3 alpha inh	HSP90 refold inh	PolyA inh
CCCCC(=O)Nc1ccc(NC(=O)c2ccccc2[N+](=O)[O-])cc1OC	3	-3	0	1	24	13	12	-2	-1	i
O=C(/C=C/c1ccccc1)NCCC1=CCCCC1	26	-1	1	4	-86*	14	30	-1	-4	i
O=C(NNC(=O)c1ccncc1)Nc1ccccc1	5	0	-5	·	·	0	13	-1	4	i
COC(=O)c1sc(NC(=O)c2ccco2)c(C#N)c1C	4	4	5	1	26	-1	-7	0	7	i
Cc1ccc(C(=O)COC(=O)c2cccc(N3C(=O)c4c(C)nc5ccccc5c4C3=O)c2)cc1C	-2	-17	4	2	22	-2	-5	0	22*	i
C=CCn1c(=O)n(CCOC)c(=O)c2sc3ccccc3c21	-4	0	8	1	10	-19	22	0	-2	i
O=C(Oc1ccc(-c2nccc(-c3ccccn3)n2)cc1)c1cccc(C(F)(F)F)c1	11	-7	-3	1	30	·	3	·	1	i
Cc1ccc(Cn2c(=N)c(C#N)cc3c(=O)n4cccc(C)c4nc32)cc1	3	-18	·	1	37	1	11	6	-1	i
O=C(Nc1nnc(C2CC2)s1)C1CCCCN1S(=O)(=O)c1ccccc1 (centres undefined)	6	6	·	4	22	·	12	·	4	i
CCCCCN(C(=O)NC(=O)Nc1ccccc1C)S(C)(=O)=O	-4	-4	1	-8	8	-4	5	2	0	i
COc1cc2c(cc1OC)C(C(=O)Nc1cccc(C)n1)C(c1cccnc1)N(C)C2=O (centres undefined)	·	·	6	·	·	?	·	-1	-2	·
COc1ccccc1CCNC(=O)C(=O)NCC1OCCN1S(=O)(=O)c1ccc([N+](=O)[O-])cc1 (centres undefined)	6	7	8	5	-13	2	26	1	2	i
COc1cccc(CN(C)C(=O)c2cc(-c3ccc(F)cc3)nc3ccccc23)c1	-8	-1	-4	3	37	4	-9	-4	-1	i
O=C(O)c1ccc(N2C(=O)c3cccc(Oc4ccc(Cl)cc4)c3C2=O)cc1	-5	-7	1	2	32	2	-1	-2	-4	i
Cc1nc(N=C(N)N)nc2ccccc12	-7	-2	8	2	6	-3	-6	-1	-3	i
CCOc1ccc(CN(C)CCc2ccccn2)cc1	-2	0	-5	0	5	5	0	0	1	i
Cn1c(N)c(C(=O)COC(=O)C2CCCCC2)c(=O)n(C)c1=O	5	3	7	-3	6	-9	-1	·	-5	i
COc1ccc(Cl)cc1NC(=O)CN1CCc2ccccc2C1	-2	0	·	0	26	-3	-18	-1	-4	i
CCCCn1c(SCC(=O)Nc2ccc(OC)cc2)nc2ccc(N3CCOCC3)cc2c1=O	-27	1	2	3	16	5	-40	·	3	i
CCOc1ccc(N(CC(=O)Nc2ccccc2OCC)S(=O)(=O)c2c(C)noc2C)cc1	-21	-11	1	-1	8	-1	-29	0	9	i
CCOC(=O)C1(CC2CC2)CCN(Cc2cn(C)c3ccccc23)CC1	-6	-2	·	-3	26	-1	-3	1	3	i
CC(C)(C)N=C1C([N+](=O)[O-])=CC=C2C1=NC1(CCCCC1)N2O	-4	3	-3	2	24	3	-8	8	-4	i
COc1ccc(-c2cc(N3C(=O)Nc4ccccc4N3O)n[nH]2)cc1OC	-4	-3	-4	-4	-2	·	-17	·	-2	i
Cc1cc(NC(=O)CSc2nc3ccccc3c(=O)n2-c2ccccc2)no1	0	1	0	-4	9	4	6	0	3	i
C=CCn1c(SCC(=O)NCc2ccc3c(c2)OCO3)nnc1-c1cccnc1	-3	4	·	2	30	-5	11	1	4	i
O=C(COc1ccc(S(=O)(=O)N2CCOCC2)cc1)N1CCN(c2ccccc2)CC1	1	-21	1	-5	11	·	17	1	4	i
Cc1ccc(NC(=O)CSc2nsc(SCC(=O)Nc3ccc(C)cc3C)c2C#N)c(C)c1	-4	-5	-1	0	54	-1	9	-4	6	i
CN1C(=O)c2ccc(C(=O)NC3CCCCC3)cc2C1=O	-3	2	-4	-3	28	3	-1	-2	3	i
O=C(NCC(=O)N1CCN(c2ccccc2F)CC1)c1cccs1	1	0	-5	3	8	7	6	1	-4	i
Cc1ccc(C(=O)NCCCNC(=O)c2ccccc2F)cn1	-12	-3	-3	-2	13	3	-7	-1	3	i
Cc1cc(C)cc(NC(=S)N2CCN(Cc3ccccc3)CC2)c1	6	4	-4	0	6	15	3	·	0	i
CC(=O)Nc1ccc(S(=O)(=O)Nc2ccc(S(=O)(=O)Nc3ncccn3)cc2)cc1	1	3	-2	0	21	1	1	5	-5	i
Cc1ccc(C(=O)NCc2ccc3c(c2)OCO3)cc1C	7	-1	5	-3	-52	-1	7	-1	3	i
COC(=O)c1ccccc1NC(=O)/C=C/c1cc(OC)c(OC)c(OC)c1	1	-3	5	1	20	-2	-9	-2	14	i
CCCCCCn1c(NCC)nc2c1c(=O)n(C)c(=O)n2C	-5	-2	-1	1	-2	-6	5	1	4	i
O=C(NCc1ccc2c(c1)OCO2)c1ccncc1	-5	-4	5	0	5	-6	-8	0	3	i
Cc1nc2ccccn2c1-c1csc(Nc2ccc(C(=O)O)cc2)n1	-1	0	-3	-2	15	0	9	1	0	i
O=C(CSc1nnnn1-c1ccc(F)cc1)c1ccc(O)c(O)c1	0	-6	0	0	23	10	7	3	-6	i
Cc1ccc(C2C3=C(CC(C)(C)CC3=O)Nc3[nH]c(=S)[nH]c(=O)c32)cc1 (centres undefined)	·	22	-5	-2	38	6	·	·	·	·
O=C(NNC(=O)C1CC1c1ccccc1)c1ccccc1[N+](=O)[O-] (centres undefined)	-8	3	-1	3	14	5	6	-2	1	i
COc1ccc(-n2nc(C(=O)N3CCC(C#N)CC3)c3c4ccccc4n(C)c3c2=O)cc1	-9	1	1	-1	3	3	-8	-1	-3	i
O=C(NNc1cccc(Cl)n1)Nc1ccccc1	0	-11	-1	2	8	-7	15	-1	-3	i
CC1(c2ccc3ccccc3c2)NC(=O)N(CC(=O)NCc2cccs2)C1=O (centres undefined)	-7	3	-4	2	17	0	0	1	0	i
COCCNC(=O)Nc1ccc(F)cc1	-6	4	1	-2	8	-1	-16	2	-2	i
O=C(c1ccc(N2CCOCC2)cc1)N1CCCC(Nc2ccccc2)C1 (centres undefined)	0	4	·	1	5	-13	9	-1	-7	·
CCCCNS(=O)(=O)c1ccc2nc(-c3cccnc3)cc(C(=O)NC3CCCC3)c2c1	-5	5	8	3	8	2	-2	2	-8	i
CCCCn1c(N)c(N(Cc2ccccc2OC)C(=O)CC2OC(=O)c3ccccc32)c(=O)[nH]c1=O (centres undefined)	-1	3	-2	4	14	-3	-2	2	·	i
CCN(CC)CCNC(=O)c1cc2c(s1)-c1ccccc1SC2	-4	24	17	0	5	-4	3	-2	1	i
CCCCCCOc1ccc(/C(C)=N/NC2=NCCN2)cc1[N+](=O)[O-]	17	3	1	-1	45	9	?	5	-3	i
CCOC(=O)c1cnn(-c2cc(C)nc3c(-c4ccccc4)c(C)nn23)c1N	-9	-6	-12	0	31	6	-23	-4	1	i

(further entries)
SMILES	HSF1 inhib	Platelet DG rel	DYRK1A inh	GSK3beta inhib	AI-2 QS modul	HDAC3 inhib	HSF1 activator	GSK3 alpha inh	HSP90 refold inh	PolyA inh
CN(c1ccc(OCC(=O)N2CCN(c3ccc(F)cc3)CC2)cc1)S(=O)(=O)c1cccs1	0	-3	2	1	14	-3	-5	-2	2	i
CCOc1c2c(nc3ccc(Cl)cc13)CCC2	-6	0	2	-2	13	10	-14	-1	-1	i
COc1cc(NC(=O)c2c(F)cccc2F)c(Cl)cc1Cl	-8	1	2	-1	6	4	-5	1	0	i
COCCCNC(=S)N1CCN(S(C)(=O)=O)CC1	-10	6	-4	-3	4	0	-8	2	-2	i
N#Cc1ccc(CSc2ncccn2)cc1	11	-6	-1	-6	-58	3	7	-1	3	i
O=C(O)c1ccccc1-n1cccc1C(=O)O	3	13	-1	3	22	-1	2	-14	3	i
CCCC(=O)NC(C)c1nc(-c2ccc(C)cc2)no1 (centres undefined)	3	-8	-5	-1	13	6	-12	-4	·	i
CCOC1=C/C(=C/c2c(N)n3oc(C)cc3nc2=O)C=CC1=O	14	2	·	4	5	9	16	-3	-3	·
Fc1ccccc1COc1ccc(Br)cc1CNCC1CCCO1 (centres undefined)	10	3	2	-1	1	0	16	1	1	i
CCc1ccc(NC(=O)CSc2nc3ccccc3c(=O)n2CCCC(=O)N2CCCC2)cc1	6	-1	8	-3	-8	-2	13	0	3	i
O=C(O)CCCC(=O)N1CCc2cc(S(=O)(=O)N3CCc4ccccc43)ccc21	-3	-91	-1	-2	14	1	8	1	0	i
CCOC(=O)CN1C(=O)C(=O)N(Cc2ccccc2)C1=O	-1	1	·	2	12	-3	0	1	7	i
COc1cc(NC(=O)C2CCCCC2)c2ncccc2c1	-4	-13	10	0	14	9	2	·	-8	i
Cc1ccc(CN2CC(C(=O)Nc3ccncc3)CC2=O)cc1 (centres undefined)	-1	1	-4	2	17	7	7	-2	-2	i
CSc1ccccc1NC(=O)CO/N=C(\C)c1cc2ccccc2o1	6	-8	-1	-1	25	11	40	0	-1	i
O=C(COC(=O)/C=C/c1nc2ccccc2s1)Nc1cccc2ccccc12	8	-1	-7	-3	40	-4	6	6	2	i
Cc1ccc(OCC(=O)NNC(=O)CCc2ccccc2)cc1	5	2	0	1	-9	3	-6	-1	2	i
CC(=O)c1ccc(-n2c(C)c(C(C)=O)c3cc(O)ccc32)cc1	-6	1	0	-7	28	0	-7	1	-5	i
CC1Cc2cc(S(=O)(=O)N3CCC(C(=O)NCc4ccco4)CC3)ccc2N1C(=O)C1CCC1 (centres undefined)	1	-27	0	2	13	2	-4	-1	0	i
CCn1nnc(-c2ccccc2NC(=O)c2cccc(-n3cnnn3)c2)n1	-7	5	3	1	22	-9	-11	-1	-3	i
CCCOc1ccc(C(=O)O)cc1	2	7	-3	-1	34	3	-7	-1	-3	i
COc1ccc([N+](=O)[O-])cc1NC(=O)C(C)OC(=O)C1CC(=O)N(Cc2ccco2)C1 (centres undefined)	-5	-4	-4	-2	4	4	1	3	·	i
CC(Nc1nc(N2CCN(CCO)CC2)nc2ccccc12)c1ccccc1 (centres undefined)	-11	-3	1	-21	35	-9	-5	0	1	i
C=CCn1c(SCC(=O)NC2CC2)nnc1C1CC1	1	6	-10	7	7	0	-1	-4	-1	i
CCOC(=O)N1CCN(C(c2ccc(C(C)C)cc2)c2sc3nc(C)nn3c2O)CC1 (centres undefined)	7	2	3	-1	28	9	10	3	-2	i

Assay outcomes (PubChem)

This is a subset. The share of hits here may be higher or lower than overall.
